TcdB GH inh – blocks C. difficile toxin B glycohydrolase activity | TcdB glycohydrolase enzymatic assay, plate reader | inhibition, % at 9.99 µM | hit rate 0.24% among 350,000 | P18177 | AID 652162; in the data active means inhibition above about 10%
CCHFV vOTU inh – CCHFV vOTU protease inhibition; Pep-AMC fluorescence; inhibition, % at 11.5 µM; hit rate 0.55% among 370,000; AID 651958; in the data active means inhibition above about 30%; further: 0% = vehicle wells with enzyme and 100% = no enzyme wells
BoNT-F LC inh – inhibitors of Botulinum neurotoxin F light chain protease; Multiplex microsphere protease cleavage assay, flow cytometry; inhibition, % at 10 µM; hit rate 0.22% among 360,000; AID 588497; in the data active means inhibition above about 35%, passing the limit was not always enough; inconclusive means no clear call, values can overlap the other calls; further: plate controls were buffer without enzyme for full effect and enzyme alone for no effect
PfHsp40 yeast – rescue of PfHsp40-mediated yeast toxicity | growth rescue, % at 12.5 µM | hit rate 0.68% among 340,000 | AID 504582 | S. cerevisiae expressing PfHsp40, growth rescue, ATP luminescence; in the data active means growth rescue above about 28%, passing the limit was not always enough; inconclusive means no clear call, values can overlap the other calls;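 further: yeast W303a lacking pdr1 and pdr3 grown in galactose medium; growth measured after three days at 30 °C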
PrPC TRFRET – cell surface PrPC inhibition, primary TR-FRET screen; P04156; TR-FRET read-out; inhibition, % at 13.8 µM; hit rate 0.43% among 370,000; AID 720596; in the data active means inhibition above about 24%; further: 0% = median of the test wells and 100% = reference compound wells
Y pestis TopoI – inhibitors of Yersinia pestis topoisomerase I; AID 504884; Y. pestis Topo-I cleavage product accumulation, plate reader; activity, % at 10 µM; hit rate 0.064% among 360,000; in the data active means activity above about 50%, passing the limit was not always enough; inconclusive means no clear call, values can overlap the other calls; further: inactives centre near 2
Anthrax LF prot – inhibitors of Bacillus anthracis lethal factor protease; P15917; multiplex microsphere protease cleavage assay, LF; inhibition, % at 10 µM; hit rate 0.12% among 360,000; AID 588501; further: plate controls were buffer without enzyme for full effect and enzyme alone for no effect
Target sequence (P15917 whole entry, looked up): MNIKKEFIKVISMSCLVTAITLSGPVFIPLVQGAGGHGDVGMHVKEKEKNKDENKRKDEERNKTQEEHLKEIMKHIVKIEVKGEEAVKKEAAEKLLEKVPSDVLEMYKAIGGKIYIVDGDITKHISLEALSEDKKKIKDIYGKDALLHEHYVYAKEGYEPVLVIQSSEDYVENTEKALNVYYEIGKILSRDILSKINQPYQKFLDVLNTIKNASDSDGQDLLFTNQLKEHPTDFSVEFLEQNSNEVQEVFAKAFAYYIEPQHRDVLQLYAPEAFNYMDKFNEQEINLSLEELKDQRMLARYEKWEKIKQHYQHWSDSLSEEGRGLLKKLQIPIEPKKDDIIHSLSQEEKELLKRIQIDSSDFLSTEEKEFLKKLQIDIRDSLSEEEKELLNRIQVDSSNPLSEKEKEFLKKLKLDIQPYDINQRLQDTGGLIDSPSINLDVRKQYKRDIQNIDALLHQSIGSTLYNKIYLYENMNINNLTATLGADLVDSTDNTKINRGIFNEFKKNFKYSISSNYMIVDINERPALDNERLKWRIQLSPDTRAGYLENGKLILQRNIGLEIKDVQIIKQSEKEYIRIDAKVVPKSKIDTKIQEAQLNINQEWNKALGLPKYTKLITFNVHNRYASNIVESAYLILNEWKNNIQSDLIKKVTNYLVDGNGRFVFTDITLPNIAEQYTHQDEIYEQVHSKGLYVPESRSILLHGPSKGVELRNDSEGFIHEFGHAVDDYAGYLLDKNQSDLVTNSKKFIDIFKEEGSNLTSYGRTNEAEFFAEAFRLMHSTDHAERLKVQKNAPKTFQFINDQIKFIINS
FadD28 binding – M. tuberculosis FadD28 bisubstrate binding inhibition; FadD28 bisubstrate probe binding, fluorescence polarization; inhibition, % at 12.5 µM; hit rate 0.22% among 360,000; AID 588549; in the data active means inhibition above about 8.5%, passing the limit was not always enough; inconclusive means no clear call, values can overlap the other calls
BoNT-A LC inh2 – BoNT A light chain protease inhibition; multiplex microsphere protease substrate cleavage, flow cytometry; hit rate 0.17% among 360,000; inhibition, % at 10 µM; further: plate controls were buffer without enzyme for full effect and enzyme alone for no effect
Numbers without * were called inactive; ? = inconclusive; nt = no result given. Unless noted, no stated cut-off is given here; in the data, active means inhibition above about 30%; inconclusive means no clear call, values can overlap the other calls; inactive means below that.

1. Cc1ccc(NC(=O)c2cc3nc(C)cc(C)n3n2)cc1
2. Cn1c(SCC(=O)N2CCOCC2)nnc1-c1cccc(NC(=O)c2ccccc2F)c1
3. CCOc1ccc(Cc2nc(N)nc(N)n2)cc1
4. O=C(O)C1CC(=O)N(c2ccc(F)cc2)C1 (stereo not drawn)
5. COCCN(CCOC)S(=O)(=O)NC[C@H]1O[C@@H](n2cnc3c(N)ncnc32)[C@H](O)[C@@H]1O
6. COC(=O)CCCCC1SCC2NC(=O)NC21 (stereo not drawn)
7. CCOC(=O)N1CCN(C(=O)c2oc3ccc(S(=O)(=O)N4CCCCCC4)cc3c2C)CC1
8. COc1ccc(S(=O)(=O)N2CCCC(C(=O)O)C2)cc1Cl (stereo not drawn)
9. CC(Sc1nnnn1C)C(=O)NC1CCCC1 (stereo not drawn)
10. O=C(COC(=O)C12CC3CC(CC(O)(C3)C1)C2)NCCc1ccc(Cl)cc1
assay / entry	1	2	3	4	5	6	7	8	9	10
Y pestis TopoI	2	9	2	2	2	6	25	2	6	7
FadD28 binding	-3.4	-1.8	0.4	-4.1	-1.0	1.2	-2.9	-4.9	-0.5	-1.9
PrPC TRFRET	5	7	0	-3	5	-3	-1	-3	-2	-5
BoNT-F LC inh	2	-3	-2	12	-2	-5	-19	6	-5	-1
TcdB GH inh	nt	-0.5	nt	nt	0.5	1.9	nt	nt	0.5	0.0
Anthrax LF prot	-4	-3	-3	2	-4	-2	-7	4	0	-5
PfHsp40 yeast	47*	-0.9	-1.0	1.5	-0.1	-1.0	0.5	-0.1	-1.7	3.4
BoNT-A LC inh2	0.5	-0.7	-0.6	1.9	-0.6	-0.3	-1.5	1.0	-0.1	0.7
CCHFV vOTU inh	-15	-13	2	-7	-2	1	13	8	7	6

11. COc1ccc([C@@H]2[C@@H]3C(=O)N(C(C)(C)C)C(=O)[C@@H]3[C@]3(Cc4ccc(Cl)cc4)C(=O)N(c4ccc(C)cc4)C(=O)N23)cc1
12. O=C(/C=C/NNC(=O)c1cccc(Br)c1)c1cccc(Br)c1
13. C[C@@H](N)C(=O)N[C@H]1CCC2C3CC=C4C[C@@H](O)CC[C@]4(C)C3CC[C@@]21C (stereo partly drawn)
14. CC(CC(=O)Nc1ccc2c(c1)c(=O)n(C)n2-c1cccs1)c1ccccc1 (stereo not drawn)
15. O=C(Cn1cnc2sc3c(c2c1=O)CCCC3)NCC(=O)Nc1c(F)cccc1F
16. O=C(CSc1nncc(=O)[nH]1)NC1CCCCC1
17. O=C(CSc1nnnn1C1CCCCC1)N1CCCC1
18. Cc1ccc(NC(=S)NC(=O)c2ccc(F)cc2)cc1S(=O)(=O)Nc1ccccc1Cl
19. CC(=O)Cc1nsc(NC(=O)C2Cc3ccccc3C(=O)O2)n1 (stereo not drawn)
20. Cn1ccc2c(-c3ccc(C(C)(C)C)cc3)cc3c(c21)C1CCC3O1 (stereo not drawn)
assay / entry	11	12	13	14	15	16	17	18	19	20
Y pestis TopoI	5	-10	2	23	3	2	-8	5	6	nt
FadD28 binding	-4.5	-4.6	-4.8	0.2	0.8	-2.0	-1.9	-1.8	-0.2	-0.4
PrPC TRFRET	4	-5	-4	6	1	-3	6	1	1	4
BoNT-F LC inh	-4	1	-7	-1	1	-12	6	16	2	5
TcdB GH inh	1.1	nt	1.6	0.8	0.0	-1.3	1.1	0.5	-0.6	-9.2
Anthrax LF prot	-2	7	4	0	-2	7	0	2	5	-8
PfHsp40 yeast	1.3	1.4	-0.7	nt	-1.0	-0.6	0.4	2.7	1.1	nt
BoNT-A LC inh2	-0.1	4.1	0.2	0.1	-0.3	-2.5	0.5	2.0	-0.1	1.0
CCHFV vOTU inh	1	10	2	-6	-3	-2	3	18	-1	29

Nos. 14 to 15, quoted:
14. CC(CC(=O)Nc1ccc2c(c1)c(=O)n(C)n2-c1cccs1)c1ccccc1 (stereo not drawn)
15. O=C(Cn1cnc2sc3c(c2c1=O)CCCC3)NCC(=O)Nc1c(F)cccc1F
assay / entry	14	15
Y pestis TopoI	23	3
FadD28 binding	0.2	0.8
PrPC TRFRET	6	1
BoNT-F LC inh	-1	1
TcdB GH inh	0.8	0.0
Anthrax LF prot	0	-2
PfHsp40 yeast	nt	-1.0
BoNT-A LC inh2	0.1	-0.3
CCHFV vOTU inh	-6	-3

Remaining list, next part:
21. CCCCN(CCCNC(=O)C1CCN(C(=O)c2cc3sccc3n2C)CC1)Cc1ccccc1
22. CC(C)OP(=O)(c1ccccc1)c1ccccc1
23. COc1ccc(C)cc1NC(=O)CSc1nc2ccccc2nc1N1CCCCC1
24. COc1ccc(NC(=O)CSCC(=O)Nc2ccc(S(=O)(=O)N3CCCC3)cc2)cc1
25. O=C1CCC(C(=O)OCC(=O)Nc2ccc(SC(F)F)cc2)=NN1
26. Cc1cc(NC(=O)Nc2cccs2)no1
27. Cc1ccccc1N1CCN(C(=O)c2cc(-c3ccccc3)nc3c2cnn3C(C)C)CC1
28. CC(=O)CSc1nc2ccccc2s1
29. Cc1cc2[nH]c3c(c[n+](C)c4ccccc34)c2cc1C
30. COc1cccc(N2CCN(C(C)C(=O)NC34CC5CC(CC(C5)C3)C4)CC2)c1 (stereo not drawn)
assay / entry	21	22	23	24	25	26	27	28	29	30
Y pestis TopoI	7	0	2	6	-7	-5	5	1	-28	30
FadD28 binding	-1.6	-2.1	-2.1	-1.6	-2.1	1.1	-3.7	0.2	-5.4	-7.7
PrPC TRFRET	-15	5	10	6	3	1	0	0	15	-1
BoNT-F LC inh	1	0	-4	11	-6	-13	-4	-6	-15	1
TcdB GH inh	0.6	0.5	-0.2	0.9	0.5	nt	-2.7	nt	2.7	0.0
Anthrax LF prot	-2	1	-3	3	7	5	-10	3	2	6
PfHsp40 yeast	-0.1	-0.1	1.1	-0.8	nt	1.6	nt	-1.7	0.3	0.4
BoNT-A LC inh2	-1.1	0.7	2.8	1.4	-0.4	-0.5	-0.2	0.1	5.7	-2.2
CCHFV vOTU inh	13	5	6	3	-2	14	-6	-4	0	8

31. COc1cc(S(=O)(=O)NCc2ccc3c(c2)OCO3)ccc1Cl
32. CC(C)[C@@H]1Cc2[nH]c(=O)[nH]c(=O)c2[C@H](C)O1
33. O=C(OCc1ccc([N+](=O)[O-])cc1Cl)c1cnccn1
34. O=C1C(=C(O)c2ccccc2)C(=O)c2ccccc21
35. CC(=O)c1ccc(S(=O)(=O)NCC(=O)Nc2nc3ccccc3[nH]2)cc1
36. CC12CC3CC(C)(C1)CC(C(=O)NC(=S)N1CCOCC1)(C3)C2
37. CC(C)C(O)(C(=O)NNc1ccccc1)C(C)C
38. CCC(=O)Nc1nc(N)n(-c2ccccc2)n1
39. Cc1nc(NC(=O)c2cccc(Cl)c2)sc1C(=O)N1CCCCC1
40. COc1ccc(/C=C/c2ccccc2)cc1[C@H]1[C@H]2C=CC[C@@H](C)[C@@H]2C(=O)N1Cc1ccccc1
assay / entry	31	32	33	34	35	36	37	38	39	40
Y pestis TopoI	14	nt	0	1	2	3	6	1	3	23
FadD28 binding	-1.8	nt	-0.4	-2.1	-1.6	1.0	-3.2	0.0	-3.8	-4.5
PrPC TRFRET	-3	2	-17	-7	-4	1	-2	3	3	-2
BoNT-F LC inh	-6	0	13	-11	-11	-12	?	2	-1	-3
TcdB GH inh	nt	-0.1	0.5	1.2	0.7	0.1	2.9	nt	3.7	nt
Anthrax LF prot	-4	4	9	-7	-2	-3	-12	-3	-6	-9
PfHsp40 yeast	2.1	nt	4.9	-0.5	-1.7	-0.4	-0.7	-0.8	0.7	-1.4
BoNT-A LC inh2	-0.5	0.8	2.1	-1.0	-0.1	-0.5	?	-0.5	-0.4	0.4
CCHFV vOTU inh	-15	-4	-14	-6	12	-15	-8	-8	0	-7

41. Cc1ccc(NC(=O)Cn2c(=O)oc3ccccc32)cc1C
42. Cc1ccc(C)[n+](CC(=O)N2CCCCC2)c1
43. CCOC(=O)N/N=C/c1c(F)cccc1F
44. Cc1ccc(S(=O)(=O)NCCC(=O)NC2CCN(Cc3ccccc3)CC2)cc1
45. Cn1ccnc1SCC(=O)NC1(C#N)CCCCC1
46. COc1cc(NC(=O)COc2ccccc2)c(OC)cc1NC(C)=O
47. COCC(=O)Nc1ccc(Br)c(C)c1
48. COc1ccc(C(CNC(=O)COc2ccc([N+](=O)[O-])cc2)N2CCCCC2)cc1 (stereo not drawn)
49. CCNC(=O)NC(=O)CSc1nc2ccccc2n1CCOC
assay / entry	41	42	43	44	45	46	47	48	49
Y pestis TopoI	8	7	-2	2	1	2	-3	-1	-6
FadD28 binding	-2.5	-1.8	-3.9	-0.4	-2.9	2.3	-3.7	-0.7	-4.1
PrPC TRFRET	-3	8	-3	-11	-5	1	-4	-4	-3
BoNT-F LC inh	-8	1	4	-9	-11	1	1	-4	1
TcdB GH inh	0.4	2.2	nt	7.7	2.2	0.1	0.0	1.7	nt
Anthrax LF prot	-2	-7	1	3	?	-3	3	-4	-1
PfHsp40 yeast	-0.1	-2.0	-0.5	1.4	-0.3	-1.2	-1.0	0.2	-1.3
BoNT-A LC inh2	-2.6	-0.9	1.0	-5.0	-1.5	-0.3	-0.8	-1.5	-0.3
CCHFV vOTU inh	12	13	-18	2	9	2	-17	6	9

Part of the list above, with two lines to a compound.
Sequence of screens: Y pestis TopoI | FadD28 binding | PrPC TRFRET | BoNT-F LC inh | TcdB GH inh | Anthrax LF prot | PfHsp40 yeast | BoNT-A LC inh2 | CCHFV vOTU inh
35	CC(=O)c1ccc(S(=O)(=O)NCC(=O)Nc2nc3ccccc3[nH]2)cc1
 : 2 | -1.6 | -4 | -11 | 0.7 | -2 | -1.7 | -0.1 | 12
36	CC12CC3CC(C)(C1)CC(C(=O)NC(=S)N1CCOCC1)(C3)C2
 : 3 | 1.0 | 1 | -12 | 0.1 | -3 | -0.4 | -0.5 | -15
37	CC(C)C(O)(C(=O)NNc1ccccc1)C(C)C
 : 6 | -3.2 | -2 | ? | 2.9 | -12 | -0.7 | ? | -8
38	CCC(=O)Nc1nc(N)n(-c2ccccc2)n1
 : 1 | 0.0 | 3 | 2 | nt | -3 | -0.8 | -0.5 | -8
39	Cc1nc(NC(=O)c2cccc(Cl)c2)sc1C(=O)N1CCCCC1
 : 3 | -3.8 | 3 | -1 | 3.7 | -6 | 0.7 | -0.4 | 0
40	COc1ccc(/C=C/c2ccccc2)cc1[C@H]1[C@H]2C=CC[C@@H](C)[C@@H]2C(=O)N1Cc1ccccc1
 : 23 | -4.5 | -2 | -3 | nt | -9 | -1.4 | 0.4 | -7
41	Cc1ccc(NC(=O)Cn2c(=O)oc3ccccc32)cc1C
 : 8 | -2.5 | -3 | -8 | 0.4 | -2 | -0.1 | -2.6 | 12
42	Cc1ccc(C)[n+](CC(=O)N2CCCCC2)c1
 : 7 | -1.8 | 8 | 1 | 2.2 | -7 | -2.0 | -0.9 | 13
43	CCOC(=O)N/N=C/c1c(F)cccc1F
 : -2 | -3.9 | -3 | 4 | nt | 1 | -0.5 | 1.0 | -18
44	Cc1ccc(S(=O)(=O)NCCC(=O)NC2CCN(Cc3ccccc3)CC2)cc1
 : 2 | -0.4 | -11 | -9 | 7.7 | 3 | 1.4 | -5.0 | 2
45	Cn1ccnc1SCC(=O)NC1(C#N)CCCCC1
 : 1 | -2.9 | -5 | -11 | 2.2 | ? | -0.3 | -1.5 | 9
46	COc1cc(NC(=O)COc2ccccc2)c(OC)cc1NC(C)=O
 : 2 | 2.3 | 1 | 1 | 0.1 | -3 | -1.2 | -0.3 | 2
47	COCC(=O)Nc1ccc(Br)c(C)c1
 : -3 | -3.7 | -4 | 1 | 0.0 | 3 | -1.0 | -0.8 | -17
48	COc1ccc(C(CNC(=O)COc2ccc([N+](=O)[O-])cc2)N2CCCCC2)cc1 (stereo not drawn)
 : -1 | -0.7 | -4 | -4 | 1.7 | -4 | 0.2 | -1.5 | 6
49	CCNC(=O)NC(=O)CSc1nc2ccccc2n1CCOC
 : -6 | -4.1 | -3 | 1 | nt | -1 | -1.3 | -0.3 | 9

Source: PubChem BioAssay (several laboratories)
